Vif-A3G inh: blocks the Vif interaction with human APOBEC3G; Q9HC16; HeLa A3G-eYFP + Vif (tagged APOBEC3G with the HIV-1 protein that degrades it), YFP fluorescence, overnight; Potency, µM (series often up to 46.1 µM), for inactives: top-dose activity, negative = active, most hits filed as inhibitors; hit rate 0.076% among 410,000; AID 602310;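 further: potency means the concentration at half of the fitted maximal effect; on the % scale 0 is the no-effect control and ±100 the full control effect; nearly all actives have a fitted effect of over 60% in size; hits raise eYFP signal because A3G escapes Vif-driven loss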
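HeLa cells stably expressing Vif and C-terminally eYFP-tagged A3G, seeded overnight at 37 deg C, then exposed to compound by pintool overnight at 37 deg C. Rise in yellow fluorescence (Ex 488/Em 500-530, Acumen) marks blocked Vif-driven A3G degradation.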
LDHA inh: LDHA (human) enzyme inhibition. hit rate 0.15% among 480,000. purified LDHA, NADH/diaphorase-resazurin fluorescence; active compounds read low. AID 1347041. activity change, % (values are at about 110 or 230 µM); in the data active means activity change below about -30%; inconclusive means mostly about -25% to -30%;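 further: plate controls were DMSO wells for no effect and wells without enzyme for full effect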
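Human LDH5 at 2 nM final in Tris HCl pH 7.4 with 0.06 mM NADH and 0.2 mM pyruvate, reacted 5 minutes at room temperature. Remaining NADH coupled via diaphorase/resazurin; resorufin fluorescence read at 0 and 20 minutes, normalized to enzyme-free and DMSO wells.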
D2 ag: agonists of human D2 dopamine receptor. hit rate 0.53% among 340,000. HEK293 T-REx D2 cells, calcium flux agonist mode. activation, % at 2 µM. AID 485358. P14416;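 active means activation over 3 SD above normal in the single-dose calcium agonist read, cut at about 30% in these data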; further: 0% is about no effect
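In this primary screen, compounds producing a positive calcium signal within 180 s of addition to tetracycline-induced, force-coupled HEK293 Trex D2 cells are flagged; cells are dye-loaded with a no-wash calcium kit beforehand.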
ERG-DNA inh: ERG Ets/DNA interaction inhibition; P11308; fluorescence polarization, His-ERG Ets domain / labelled DNA; Potency, µM (top dose mostly 76.9 µM), inactives show at the top dose FP activity, negative = inhibition, hits mostly inhibitors; hit rate 0.028% among 370,000; active means well fitted inhibition curve with a large enough effect in the polarisation, with a control signal flat; inconclusive means small, poorly fitted or top-dose-only effect, or effect the other way, or a change in a side signal; inactive means no such curve, though single readings can be large or run the other way; the % refers to the polarisation;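 further: polarization taken with two DNA probes labelled with fluorescein and Texas red; potency means the concentration at half of the fitted maximal effect; % of control where 0% means no effect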
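His-tagged ERG Ets domain (1 uM in the protein solution; 300mM KCl, 50mM Tris-HCl, 1mM EDTA, 1mM DTT, pH 7.5) received compound, then a probe mix of 5 nM fluorescein-DNA and 100nM Texas-615-DNA. Fluorescence polarization was read for both dyes.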
ALOX12 inh: ALOX12 (human) lipoxygenase inhibition. P18054. Potency, µM (top dose mostly 108 µM), without a hit: at the highest dose activity change, negative = inhibition, usual class: inhibitors. purified 12hLO, xylenol orange hydroperoxide absorbance. hit rate 1.1% among 580,000. AID 1671190; further: potency means the concentration at half of the fitted maximal effect; on the % scale 0 is the no-effect control and ±100 the full control effect
Target sequence (P18054 whole entry, looked up): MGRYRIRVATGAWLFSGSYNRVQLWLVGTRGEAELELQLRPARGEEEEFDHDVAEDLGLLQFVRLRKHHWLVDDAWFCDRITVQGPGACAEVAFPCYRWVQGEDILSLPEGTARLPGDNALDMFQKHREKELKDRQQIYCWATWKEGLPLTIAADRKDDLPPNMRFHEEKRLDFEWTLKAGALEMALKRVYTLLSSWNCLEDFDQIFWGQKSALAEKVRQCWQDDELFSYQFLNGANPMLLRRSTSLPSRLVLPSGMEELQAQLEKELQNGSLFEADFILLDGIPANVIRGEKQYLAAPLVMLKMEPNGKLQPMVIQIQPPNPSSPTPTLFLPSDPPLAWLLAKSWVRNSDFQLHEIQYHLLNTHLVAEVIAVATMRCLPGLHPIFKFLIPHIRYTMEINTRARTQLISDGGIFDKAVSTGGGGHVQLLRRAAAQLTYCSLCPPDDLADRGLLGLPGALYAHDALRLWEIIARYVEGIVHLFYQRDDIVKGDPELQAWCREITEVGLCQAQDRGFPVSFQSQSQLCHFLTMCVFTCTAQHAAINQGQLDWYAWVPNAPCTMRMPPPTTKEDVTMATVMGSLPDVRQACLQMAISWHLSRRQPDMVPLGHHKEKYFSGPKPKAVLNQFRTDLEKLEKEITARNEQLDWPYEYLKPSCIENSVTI
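Purified human 12hLO (150 nM final) in 25 mM Hepes, 0.01% Triton X-100, pH 7.0 was preincubated 15 min at room temperature with compound. Then 40 uM arachidonic acid was added, 30 min. Hydroperoxide was read by Fe-XO absorbance ratio 573/405 nm.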
Vif-A3F inh: blocks the Vif interaction with APOBEC3F; Potency, µM (top dose mostly 46.1 µM), for the others: top-dose activity, negative = active; hit rate 0.2% among 390,000; HeLa A3F-eYFP + Vif (tagged APOBEC3F with the HIV-1 protein that degrades it), YFP fluorescence increase; further: potency means the concentration at half of the fitted maximal effect; % of control where 0% means no effect; nearly all actives have a fitted effect of over 65% in size
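HeLa cells stably expressing Vif plus C-terminally eYFP-tagged A3F were seeded, incubated overnight at 37 deg C, dosed with compound, incubated overnight again at 37 deg C. Yellow fluorescence (Ex 488/Em 500-530) reported blocked Vif-mediated A3F-eYFP degradation.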
D2 antagonist: D2 dopamine receptor (human) antagonism; HEK293 TREx D2 cells, calcium flux, dopamine EC80; inhibition, % at 10 µM; hit rate 2% among 340,000; AID 485344; in the data active means inhibition above about 30%; further: 0% is about no effect
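Dopamine at EC80 is the agonist stimulus; test compounds precede it by 180 s. Calcium flux read kinetically in a force-coupled, inducible HEK293 T-REx D2 cell line.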
RGS4 inh: inhibitors of human regulator of G protein signaling 4. AID 504845. P49798. hit rate 0.039% among 390,000. Potency, µM (doses to about 114 µM), for the others: at the top dose activity change, negative = inhibition, usual class: inhibitors. Transcreener GDP fluorescence polarization, RGS4-accelerated GTP hydrolysis; further: potency means the concentration at half of the fitted maximal effect; on the % scale 0 is the no-effect control and ±100 the full control effect; nearly all actives have a fitted effect of over 75% in size; some results filed as inactive show a strong effect at the top dose
Target sequence (P49798 whole entry, looked up): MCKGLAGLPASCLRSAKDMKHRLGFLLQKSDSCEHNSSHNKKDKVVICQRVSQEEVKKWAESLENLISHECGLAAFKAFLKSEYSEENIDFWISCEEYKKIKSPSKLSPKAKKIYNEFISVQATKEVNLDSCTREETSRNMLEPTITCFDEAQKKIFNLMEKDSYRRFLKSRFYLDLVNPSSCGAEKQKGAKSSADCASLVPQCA
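MLSMR compounds (23 nl, pin-transferred) preincubated 10 min at room temperature with a 500nM (2x) first reagent, then RGS4 at 900nM (2x) plus Transcreener GDP mix added; fluorescence polarization (620/688 nm) read before and after 90 min at 30 °C.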
GRP78 ERSR act: induces the endoplasmic reticulum stress response in human glioma cells; U87-MG GRP78 promoter luciferase reporter, 16 h; Potency, µM, for the others: top-dose activation, most hits filed as activators; hit rate 0.02% among 420,000; further: potency means the concentration at half of the fitted maximal effect; series mostly up to about 76 µM; % of control where 0% means no effect; nearly all actives have a fitted effect of over 35% in size
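Stably transfected U87-MG glioma cells carrying a GRP78-based luciferase sensor; 16 h compound incubation. Luminescence end-point read 10 min after Bright-Glo addition at room temperature.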
Active calls of the source: *; ? = inconclusive; nt = no result given; & = joins results of further samples; [ ] = another dose, or the depositor's remark. Unless noted, the call rests on the fitted dose curve; in most records, active means well fitted curve in the direction sought with a large enough effect; inconclusive means small, poorly fitted or top-dose-only effect, or another doubt; inactive means no such curve, though single readings can be large; an effect the other way counts as inactive or inconclusive. The list is partial; the hit share may differ from the screen's.

entry	smiles	Vif-A3F inh	LDHA inh	GRP78 ERSR act	RGS4 inh	ALOX12 inh	D2 antagonist	Vif-A3G inh	ERG-DNA inh	D2 ag
1	O=C(NNC(=O)C1CC=CCC1)c1cccc(Br)c1 (configuration not stated)	2%	-3	1%	-9%	106%[activator]	nt	1%	-6%	nt
2	O=C(CN1CCN(Cc2ccccc2)CC1)NCCNc1ccc([N+](=O)[O-])cn1	1%	-1	-3%	-11%	-7%	-8	-4%	11%	1.3
3	O=C(NCCCn1ccnc1)/C(=C/c1ccccc1)NC(=O)c1ccccc1	6%	-3	-3%	-38%	12%	-1	0%	-5%	-0.1
4	CCN(c1cccc(C)c1)S(=O)(=O)c1ccc(-n2cccn2)cc1	-13%&-3%	0&-2	-4%&-3%	-7%&-16%	-3%&0%	-2	-5%&-10%	0%&-3%	-0.8&-0.4
5	CC1Sc2ccc(S(=O)(=O)CCC(=O)N(C)Cc3ccco3)cc2NC1=O (configuration not stated)	4%	-2	-3%	-6%[56.9 µM]	5%	3	3%	18%	6.6
6	CN(C)c1ccc(C(O)Cc2nc3ccccc3n2C)cc1 (configuration not stated)	-1%	-1	0%	-2%	26%	8	-21%	4%	0.5
7	CC(=O)Nc1ccc(N/C(C)=C/C(=O)c2cccnc2)cc1	-21%	6	0%	-21%	1%	0	1%	0%	0.0
8	Nc1cc(Br)cc2c1[nH]c(=O)c1ccccc12	-4%	0	-4%	nt	-9%	nt	10%	nt	nt
9	CCn1cc(Br)c(C(=O)Nc2ccc(C(=O)OC(C)C)cc2)n1	-4%	-1	5%	17%	-7%[57.4 µM]	12	-4%	-9%	-0.3
10	Cn1c(=O)[nH]c(=O)c2c1nc(SCC(O)CO)n2Cc1ccccc1Cl (configuration not stated)	5%	-9	-3%	18%	4%	18	1%	nt	0.1
11	COc1ccc2cc(S(=O)(=O)NC3CC(C)(C)NC(C)(C)C3)ccc2c1	-4%	-1	-3%	37%	495%[activator]	-23	0%	-11%	1.0
12	N#Cc1ccccc1S(=O)(=O)c1ccccc1C(=O)Nc1ccccc1	-18%	-18	0%	9%	-4%	-7	-4%	-5%	1.4
13	COc1ccc(NC(=O)CN(C)C(=O)CCC(=O)c2ccc(C)cc2)cc1	?	-2	2%	-20%	?	-27	0%	21%	0.3
14	O=C(Nc1ccccc1)Nc1nnc(COc2ccccc2F)s1	-10%	-5	-6%	8%	47%[activator]	0	2%	-12%	2.7
15	Cc1noc(C)c1COC(=O)COc1ccc(C#N)cc1	-18%	-12	0%	5%	-7%	3	9%	-11%	0.3
16	COc1ccc2cc(CO)c3cc(OC)c(OC)cc3c2c1	4%	11	-1%	-18%	3%	nt	2%	5%	nt
17	CCS(=O)(=O)c1nc(S(=O)(=O)c2ccc(C)cc2)c(N2CCCC2)s1	-7%	-9	3%	23%[56.9 µM]	8%	4	3%	-4%	-0.2
18	O=C(CN(Cc1ccccc1Cl)C(=O)CCC(=O)Nc1nccs1)NCC1CCCO1 (configuration not stated)	-8%	-5	-5%	4%	3%	-3	-2%	-6%	0.4
19	CCc1ccc(N(CC(=O)NCc2ccc3c(c2)OCO3)C(=O)c2csnn2)cc1	18%	2	7%	-17%	10%	-9	-4%	2%	0.3
20	CCCCNC(=O)NC1(C(F)(F)F)Oc2ccccc2O1	-8%	0	4%	-51%	0%	-1	-11%	4%	0.4
21	CCN(CC)Cc1ccc(NC(=O)c2sc3cc(Cl)ccc3c2Cl)cc1	-5%	-8	-5%	17%	?	-2	1%	-1%	0.9
22	N#Cc1ccc(-c2ccc(OCC(O)CN3CCOCC3)cc2)cc1 (configuration not stated)	-5%	0	4%	-21%[11.4 µM]	-7%	-17	1%	-2%	0.9
23	COc1cccc2cc(-c3nc(-c4ccccc4)c(C)s3)c(=O)oc12	nt	-6	-4%	-6%	nt	nt	-5%	nt	nt
24	Cc1cc(C)nc(SCCN2CCCCC2)n1	-1%	-3	-3%	12%	93%[activator]	nt	2%	-4%	nt
25	CC(=O)Nc1ccc(S(=O)(=O)Nc2cc([N+](=O)[O-])ccc2C)cc1	0%	-9	-2%	?	-10%	-7	-8%	0%	3.4

Record cards, as listed above:
CCn1cc(Br)c(C(=O)Nc2ccc(C(=O)OC(C)C)cc2)n1 reads Vif-A3F inh = -4%; LDHA inh = -1; GRP78 ERSR act = 5%; RGS4 inh = 17%; ALOX12 inh = -7%[57.4 µM]; D2 antagonist = 12; Vif-A3G inh = -4%; ERG-DNA inh = -9%; D2 ag = -0.3
CC1Sc2ccc(S(=O)(=O)CCC(=O)N(C)Cc3ccco3)cc2NC1=O (configuration not stated) reads Vif-A3F inh = 4%; LDHA inh = -2; GRP78 ERSR act = -3%; RGS4 inh = -6%[56.9 µM]; ALOX12 inh = 5%; D2 antagonist = 3; Vif-A3G inh = 3%; ERG-DNA inh = 18%; D2 ag = 6.6

Sorted by the number under D2 antagonist (ascending): 4 from the list above
nr | SMILES | D2 antagonist
2 | O=C(CN1CCN(Cc2ccccc2)CC1)NCCNc1ccc([N+](=O)[O-])cn1 | -8
25 | CC(=O)Nc1ccc(S(=O)(=O)Nc2cc([N+](=O)[O-])ccc2C)cc1 | -7
14 | O=C(Nc1ccccc1)Nc1nnc(COc2ccccc2F)s1 | 0
9 | CCn1cc(Br)c(C(=O)Nc2ccc(C(=O)OC(C)C)cc2)n1 | 12

Following part
entry	smiles	Vif-A3F inh	LDHA inh	GRP78 ERSR act	RGS4 inh	ALOX12 inh	D2 antagonist	Vif-A3G inh	ERG-DNA inh	D2 ag
26	CC(=O)N=c1sc2c3ccccc3ccc2n1C	-3%	-3	0%	6%	4%	-9	1%	nt	0.1
27	Cc1cc(NC(=O)C2CCCN2C(=O)Nc2cccc(Cl)c2)ccc1-n1cnnn1 (configuration not stated)	-15%	-10	-7%	11%	-10%	-1	-4%	-2%	0.3
28	Cc1cc(S(=O)(=O)N2CCOCC2)ccc1OCC(=O)Nc1ccc(F)c(Cl)c1	-3%	-3	-4%	-23%	10%	10	-3%	?	0.3
29	CCOC(=O)c1cc(OCC)c2c(ccc3ccccc32)n1	-24%	-4	4%	nt	-9%	nt	1%	nt	nt
30	O=S(=O)(Nc1ccc(-n2cnnn2)cc1)c1ccc(Cl)cc1	-4%	-4	3%	12%	-24%	-3	-3%	8%	0.0
31	COc1ccc(CC(=O)NCc2nnc(SCC(=O)Nc3nccs3)n2C)cc1	-3%	-1	-1%	-37%	2%	8	5%	-1%	3.5
32	O=C(COC(=O)COc1ccc2ccccc2c1)NC1CCCc2ccccc21 (configuration not stated)	-12%	-4	-4%	-5%	-14%	-4	0%	8%	0.4
33	C/C(=N\NC(=O)c1nnn(-c2nonc2N)c1-c1ccc2c(c1)OCO2)c1ccc(F)cc1	1%	-5	1%	-4%	6%	18	-1%	-2%	1.0
34	CC12CN(NC(=O)c3ccccc3F)C3(C#N)CC1CCC23C (configuration not stated)	-18%	-8	-2%	-6%	2%	-6	0%	-3%	0.2
35	CN(C)c1ccc2c(=O)cc[nH]c2c1	nt	15	-3%	nt	-8%	nt	-2%	nt	nt
36	CCOc1ccc2nc(N3CCCC(C(=O)NCCCN4CC(C)CC(C)C4)C3)sc2c1 (configuration not stated)	-9%	0	0%	-20%	-19%	-3	6%	-3%	0.1
37	COc1ccc(N2CCN(C(=O)[C@@H]3CCCN3C3=NS(=O)(=O)c4ccccc43)CC2)cc1	-1%	3	-1%	20%	-7%	-14	-2%	3%	0.3
38	CC1=CC=CC2=NC(=O)CC(C)(C(=O)N(CC(=O)NC3CCCC3)Cc3ccc(Cl)cc3)N12 (configuration not stated)	1%	-6	-3%	14%	1%	4	0%	1%	-1.1
39	CCNC(=O)N1CCCC(C(=O)c2ccc3cc(OC)ccc3c2)C1 (configuration not stated)	4%	-3	-4%	2%	0%	26	1%	-3%	-0.3
40	O=[N+]([O-])c1ccc(CNc2ccc(Cl)cc2)s1	-13%	1	-3%	-6%	?	96*	-21%	5%	-1.9
41	O=C1CN(C(=O)COC(=O)c2c(F)cccc2Cl)c2ccccc2N1	3%	-2	0%	-8%	-12%	nt	-4%	2%	nt
42	O=C(CSc1cccc[n+]1[O-])Nc1cc(S(=O)(=O)N2CCOCC2)ccc1N1CCOCC1	17%	2	-6%	5%	-13%	-2	-2%	-7%	0.3
43	CC(Oc1cccnc1[N+](=O)[O-])C(=O)Nc1ccc(F)cc1 (configuration not stated)	2%	2	-6%	12%	345%[activator]	11	5%	?	0.7
44	O=C1CCC(C(=O)N2CCN(c3ccccc3)CC2)CN1CC1CCCCC1 (configuration not stated)	-17%	-2	0%	-4%	418%[activator]	19	0%	-11%	62*
45	O=C(CNc1cccc(S(=O)(=O)N2CCOCC2)c1)Nc1ccc(C(F)(F)F)cc1	-7%	-1	-3%	2%	6%	-14	-4%	-2%	2.0

Bioassay records: PubChem, National Center for Advancing Translational Sciences (NCATS)
